# CHO parental Ca – ATP-evoked calcium signal inhibitors, parental CHO, primary screen, counter-screen for OX1R antagonist project, cell-based, fluorescence, Fluo-8 calcium dye; parental CHO-K1, ATP-induced calcium, Fluo-8 fluorescence; inhibition, % at 5.6 µM; 0.63% of 330,000 active; AID 463079, 2010;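 active means inhibition above that plate's mean sample inhibition plus 3 SD, cut at about 26% in these data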;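 further: 0% = ATP-challenged DMSO wells and 100% = DMSO wells without ATP; some compounds past the cut are filed as inactive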
#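 Material: Parental CHO cells | Reagent: ATP | Compound dosing: Single nominal dose of 5.6 µM per compound | Detection: Intracellular calcium via Fluo-8 no-wash fluorescent dye | Read-out: % inhibition of ATP-induced calcium mobilization | Benchmarks: Low control ATP plus DMSO, high control DMSO only | Replicates: Singlicate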
# V1R ag counter – agonists of human V1a receptor, primary screen, counter-screen for OXTR agonist project, fluorescence, CHO-V1R cells; Fluo-8 calcium fluorescence, agonist mode; 0% DMSO, 100% 3 nM vasopressin; 0.25% of 320,000 active; Vasopressin V1a receptor (Homo sapiens), P37288; activation, % at 3 µM; AID 2797, 2010;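 active means activation above the mean activation of all tested compounds plus 3 SD, per screening run, cut at about 20% in these data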;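 further: signal is peak over basal fluorescence ratio across a 100 second FLIPR read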
# Target sequence (P37288 whole entry, looked up): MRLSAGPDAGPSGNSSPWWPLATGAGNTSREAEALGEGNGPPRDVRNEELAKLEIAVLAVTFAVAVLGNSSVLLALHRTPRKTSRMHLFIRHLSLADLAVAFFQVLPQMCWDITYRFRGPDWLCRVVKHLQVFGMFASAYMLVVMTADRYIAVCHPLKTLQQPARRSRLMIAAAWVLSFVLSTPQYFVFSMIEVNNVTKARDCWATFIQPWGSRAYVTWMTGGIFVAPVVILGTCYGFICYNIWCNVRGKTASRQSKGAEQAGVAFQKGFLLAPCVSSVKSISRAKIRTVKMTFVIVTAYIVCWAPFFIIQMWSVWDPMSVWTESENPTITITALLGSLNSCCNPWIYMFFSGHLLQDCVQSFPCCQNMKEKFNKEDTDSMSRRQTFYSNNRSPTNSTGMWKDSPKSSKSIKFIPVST
# CHO-K1 Ca antag – nonselective inhibitor or artifact in parental CHO-K1 cells; ATP-induced calcium, Fluo-8 fluorescence; 0.6% of 360,000 active; inhibition, % at 3 µM;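 active means inhibition above a per-plate cutoff, the plate's mean sample inhibition plus 3 SD, cut at about 24% in these data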;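 further: 0% = DMSO plus EC80 ATP and 100% = DMSO alone without ATP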
# OXTR potentiate – human OXTR potentiators, primary screen, fluorescence, CHO-OTR cells, Fluo-8 calcium; Oxytocin receptor (Homo sapiens), P30559; Fluo-8 calcium fluorescence, potentiator mode; 0% = oxytocin EC15, 100% = EC100; activation, % at 3 µM; 0.061% of 320,000 active;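 active means activation above that plate's cutoff, the mean activation of tested compounds plus 3 SD, cut at about 6.6% in these data, passing the limit was not always enough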;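 further: 100% uses oxytocin at 75 nM as the full agonist control; some results filed as inactive read as strong as hits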
#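 Material: human OTR in CHO cells. Compound: 3.0 µM, one dose. Timing: compound 6 min at room temperature before oxytocin, 100 s read. Evaluation: % activation of max/min ratio relative to oxytocin controls. Replication: single well per compound, singlicate. Signal: Fluo-8 calcium dye fluorescence.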
# M1 ag parental – counter-screen for M1 agonists: effect in parental CHO-K1 cells. Fluo-8 calcium fluorescence; scaled to maximal ATP response, vehicle zero. activation, % at 3 µM. 0.48% of 360,000 active; in the data active means activation above about 15%;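 further: untransfected CHO-K1 host cells lacking M1 receptor as counterscreen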
# CHRM1 agonist – human M1 muscarinic receptor agonists, primary screen, Fluo-8 calcium fluorescence, CHO-K1 cells, HTS. Muscarinic acetylcholine receptor M1 (Homo sapiens), P11229. CHO-K1 hM1, agonist mode; 0% DMSO, 100% acetylcholine EC100. activation, % at 3 µM. 0.33% of 360,000 active. AID 588814, 2011;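 active means activation above the run's mean compound activation plus 3 SD, cut at about 16% in these data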;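 further: peak over basal fluorescence ratio within a 140 s kinetic read after compound addition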
# Target sequence (P11229 whole entry, looked up): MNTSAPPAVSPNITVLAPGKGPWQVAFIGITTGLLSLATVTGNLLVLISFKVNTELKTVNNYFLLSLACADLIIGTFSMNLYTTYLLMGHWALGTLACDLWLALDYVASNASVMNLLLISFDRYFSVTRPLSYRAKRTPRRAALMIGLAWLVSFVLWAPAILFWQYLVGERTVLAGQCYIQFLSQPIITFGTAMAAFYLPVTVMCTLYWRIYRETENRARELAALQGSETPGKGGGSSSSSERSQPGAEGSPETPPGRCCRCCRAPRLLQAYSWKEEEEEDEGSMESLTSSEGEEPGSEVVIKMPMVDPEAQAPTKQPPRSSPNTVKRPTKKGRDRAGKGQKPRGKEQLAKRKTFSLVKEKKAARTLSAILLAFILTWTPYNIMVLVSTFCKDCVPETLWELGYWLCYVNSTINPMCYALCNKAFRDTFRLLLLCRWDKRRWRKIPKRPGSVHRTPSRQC
# CHO-K1 Ca PAM – nonselective calcium activators in parental CHO-K1 cells, primary screen, counter-screen for M1 PAM project, cell-based, Fluo-8 calcium fluorescence, full deck, 1536-well. ATP EC20; 0% at ATP EC20, 100% at ATP max. activation, % at 3 µM. 0.02% of 360,000 active. AID 602247, 2012;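 active means activation above the run cutoff, the mean activation of all test compounds plus 3 SD, cut at about 40% in these data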;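 further: peak over basal fluorescence ratio in a 140 s read after ATP addition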
# TAAR1 agonist – human TAAR1 agonists, primary screen, Fluo-8 calcium fluorescence, CHO RD-HGA16 cells; Trace amine-associated receptor 1 (Homo sapiens), Q96RJ0; 0.99% of 360,000 active; vehicle wells 0%, saturating PEA agonist 100%; activation, % at 3 µM;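 active means activation above the mean activation of all test compounds in the run plus 3 SD, cut at about 38% in these data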
#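 Signal – calcium-sensitive Fluo-8 signal, excitation 470-495, emission 515-575 nm · System – RD-HGA16 (CHO) cells co-expressing Gα16 and hTAAR1 · Incubation – 17-24 h seeding, 75 min 37 °C dye, 30 min RT · Compound dosing – 3 µM single concentration · Repeats – no replicates (n 1)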
# TAAR1 antag – human TAAR1 antagonists, primary screen, Fluo-8 calcium fluorescence, CHO RD-HGA16 cells; Trace amine-associated receptor 1 (Homo sapiens), Q96RJ0; antagonist; inhibition, % at 3 µM; 1.5% of 360,000 active; AID 624466, 2012;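 active means inhibition above a per-plate cutoff, the mean inhibition of test compounds on that plate plus 3 SD, cut at about 49% in these data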;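 further: 0% = DMSO plus EC80 beta-PEA response and 100% = DMSO alone without agonist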
#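 Material: RD-HGA16 CHO cells with stable hTAAR1 and Gα16; Dosing: single nominal final test compound concentration of 3 µM; Schedule: seeding 17-24 h prior, 75-min 37 °C, 30-min RT dye loading; Detection: kinetic Fluo-8 calcium fluorescence measurement; Measure: % inhibition from peak post-agonist over basal fluorescence ratio; Benchmarks: vehicle and agonist controls.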
# * marks the source's active call; other numbers are inactive results; / = not tested or not shown. Compounds were not picked by outcome; overall some 3.3% were active at least once.
SMILES,CHO parental Ca,V1R ag counter,CHO-K1 Ca antag,OXTR potentiate,M1 ag parental,CHRM1 agonist,CHO-K1 Ca PAM,TAAR1 agonist,TAAR1 antag
C/C(=N/NC(=O)CNC(=O)CCc1ccccc1)c1ccc(Cl)cc1,-22,-0.9,13,-9,2.4,-4,-21,2,-29
COC(=O)c1ccc(C(=O)OC)c(NC(=O)CSCc2ccc(Cl)cc2)c1,-13,1.8,-1,1,0.0,-4,18,0,20
COc1ccc(CNS(=O)(=O)c2ccc(F)c(C(=O)Nc3ccccc3OC)c2)cc1,-17,-0.4,-2,-9,-0.6,-4,-9,12,9
COC(=O)Cn1c(=O)c2c(nc(Br)n2CC(=O)OC)n(C)c1=O,-7,-0.1,-6,-4,0.1,-4,7,/,/
O=C1S/C(=C\c2ccc(N3CCOCC3)o2)C(=O)N1Cc1c(F)cccc1Cl,-6,3.9,-18,-1,1.2,2,6,16,15
COc1ccc(-c2nc(N)c(C#N)c(-c3cccnc3)c2C)cc1,-18,-1.5,-7,-3,0.9,0,19,1,-10
O=C(/C=C/c1ccccc1)N1CCN(Cc2nc3ccccc3c(=O)[nH]2)CC1,-16,0.7,-25,-5,0.0,-6,4,3,-5
CC(C)CC(=O)Nc1ccc2c(c1)nc(CCN1CCOCC1)n2C,-5,-0.2,-9,-12,1.6,-8,25,2,-7
CSc1nsc(SCC(=O)Nc2ccc(Cl)c(C(=O)O)c2)n1,-2,-0.3,-16,2,1.0,-1,11,1,-8
Cc1cccc(NC(=O)CSc2nnc(CNC(=O)c3ccc(S(=O)(=O)N(C)C)cc3)n2-c2ccc(F)cc2)c1,-9,-0.3,-13,-11,0.7,-8,24,8,-3
CC(C)COc1ccc(Cc2cnc(N)nc2N)cc1,-11,3.5,14,-12,0.7,-5,-4,30,-3
CC1(C(=O)N2CC3(CC(c4ccccc4)=NO3)C[C@H]2C(=O)NCC(N)=O)CC1 (stereo partly specified),1,-0.3,-11,-8,0.5,-2,18,2,14
COC(CNC(=O)c1ccc2c(c1)ncn2-c1cccc(C)c1)OC,0,1.1,3,-16,0.5,-3,-9,-1,0
O=C(N=C1c2ccccc2CN1c1ccc(F)c(F)c1)c1cccnc1,-18,0.8,3,-4,4.6,-9,12,5,7
COc1cccc(S(=O)(=O)N(C)C[C@@H]2OCc3cnnn3CCCC(=O)N([C@H](C)CO)C[C@H]2C)c1,/,/,-17,/,0.3,-4,24,1,-15
Cc1ccc(-c2nc3ccccc3c(=O)n2N)cc1,-10,-1.1,-10,-4,3.3,-2,19,2,8
CC(C)(C)c1ccc(C(=O)Nc2ccc(NC(=O)c3ccco3)cc2)cc1,0,1.3,-3,-9,5.6,-2,16,11,58*
COc1cc2c(cc1OC)C(C)N(C(=O)Nc1ccc(F)cc1)CC2 (stereo unspecified),5,1.5,-9,-2,2.2,-8,3,3,0
CCC1(CC)NC(=O)N(CC(=O)OCC(=O)Nc2ncc(Cl)cc2Cl)C1=O,-22,0.5,-2,-7,1.6,0,3,4,-30
Cc1ccc(S(=O)(=O)CCC(=O)OCC(=O)N2c3ccccc3CC2C)cc1 (stereo unspecified),-14,-1.4,-2,-4,-0.6,2,-6,-1,-6
CCN1CSC(=S)N(Cc2ccc(OC)cc2)C1,-13,0.1,0,-2,0.5,-5,8,-1,-11
CCCCN(C(=O)c1cc(-c2ccco2)nc2ccccc12)c1c(N)n(CCCC)c(=O)[nH]c1=O,-26,-1.4,-1,-4,0.9,-2,7,-1,8
O=C(c1ccco1)N1CCN(C(=O)c2ccco2)CC1,/,/,0,/,1.0,-1,11,0,-23
NS(=O)(=O)c1cccc(NC(=O)C2CC(=O)N(Cc3ccco3)C2)c1 (stereo unspecified),-1,-2.1,-11,-6,0.2,-3,-5,11,-31
C=CCn1c(SCC(=O)Nc2nnc(C)s2)nnc1C1CC1,-4,2.8,16,-1,0.4,11,-16,0,1

# (list continues)
SMILES,CHO parental Ca,V1R ag counter,CHO-K1 Ca antag,OXTR potentiate,M1 ag parental,CHRM1 agonist,CHO-K1 Ca PAM,TAAR1 agonist,TAAR1 antag
C[C@H](NC(=O)N1CCn2c1nc1ccccc12)C(=O)NC1CC1,-7,0.5,-7,-5,-0.1,-3,10,1,-10
COC(=O)[C@@H](NC(=O)Nc1ccccc1F)C(C)C,-5,-0.6,-3,-1,0.1,-4,3,2,-3
COc1ccc(C(=O)NCCc2c[nH]c3ccccc23)cc1S(=O)(=O)N1CCOCC1,-19,1.1,-12,-6,1.0,-2,2,6,9
COc1ccc(C2N(c3cc(C)on3)C(=O)C3CCCN32)cc1OC (stereo unspecified),5,0.4,-7,-6,0.5,-4,8,2,5
CC(C)[C@H](NC(=O)N1CC(=O)Nc2ccccc21)C(=O)N1CCC[C@H]1C(=O)O,-10,0.3,0,4,-0.2,-1,-10,1,-12
O=C1CC(SC2=NCCS2)C(=O)N1c1ccc(Br)cc1 (stereo unspecified),-12,4.0,-5,-6,0.2,-4,16,1,9
Cc1oc(-c2cccs2)nc1CN1CC[C@@](O)(c2ccccc2)[C@H]2CCCC[C@@H]21,-21,-0.5,5,-9,7.4,-8,-2,10,-6
O=C(Cc1ccccc1Cl)N1CCN(c2ncccn2)CC1,3,1.6,0,-1,1.2,-7,14,1,9
O=S(=O)(c1cnccc1N1CCN(/N=C/c2ccc(Br)cc2)CC1)N1CCCCC1,-11,0.6,-5,5,-0.3,-2,14,6,-1
COc1ccc(NC(=O)CSc2ccccn2)cc1OC,-8,1.1,-3,-3,-0.3,0,16,1,-8
O=C(NCc1ccncc1)C(F)(F)C(F)(F)C(=O)NCc1ccncc1,5,0.4,-2,-6,-0.1,-2,8,11,13
COC(=O)/C=c1\[nH]c2nnc(C)n2c1=O,-7,-0.2,-5,-5,-0.5,-4,5,3,-7
COc1ccc(C(=O)NCCNc2nc3ccc(C)cc3cc2C#N)cc1OC,-15,3.5,-3,-7,1.3,0,19,4,-7
O=C(COC(=O)CNC(=O)c1ccc([N+](=O)[O-])o1)Nc1ncc(Cl)cc1Cl,-14,0.0,0,0,0.1,0,11,-2,-23
COc1ccccc1Nc1c([N+](=O)[O-])cncc1[N+](=O)[O-],-3,-0.3,7,-7,10,-9,12,-1,13
CC(NC(=S)Nc1c(Br)cccc1OC(F)F)C(C)(C)C (stereo unspecified),-16,3.6,-7,-9,8.8,-12,22,6,-3
N#C/C(=N\Nc1ccc([N+](=O)[O-])cc1)C(=N)N1CCOCC1,0,1.3,10,-7,0.9,-1,-22,16,-13
CCNc1nc(NC(C)C)nc(Oc2ccc(OCc3ccccc3)nn2)n1,-20,1.1,8,-8,1.3,10,-4,7,-6
CCOc1ccc(-c2nnn(CC(=O)c3ccc4c(c3)OCCO4)n2)cc1OCC,-12,1.4,-17,-4,0.8,-6,12,13,21
Cc1ccccc1-n1nnnc1SCC(=O)c1c(N)n(C2CC2)c(=O)[nH]c1=O,/,/,6,/,0.7,10,15,37,-34
CCOC(=O)c1ccc(N2C(=O)c3n[nH]c(-c4ccco4)c3C2c2cccc([N+](=O)[O-])c2)cc1 (stereo unspecified),-30,1.4,-9,0,1.4,-3,20,-2,-3
C[C@@H]1CN([C@H](C)CO)C(=O)CCCn2cc(nn2)CO[C@H]1CN(C)C(=O)Nc1ccc(F)cc1,/,/,0,/,0.3,-5,4,1,-1
Nc1cc(=O)[nH]c(SCc2ccc(Cl)cc2Cl)n1,33,14,15,-22,15*,7,-21,9,-11
O=C(CSc1nc2ccccc2c(=O)n1-c1ccccc1Cl)NCC1CCCO1 (stereo unspecified),-14,-0.4,-23,-5,0.7,-2,19,11,-5
Cc1nn(C(C)(C)C)c(NC(=O)c2ccccc2)c1C#N,-6,0.4,-4,-7,0.2,4,-2,0,-3

# Compound profiles, from the list above. Order of values: CHO parental Ca, V1R ag counter, CHO-K1 Ca antag, OXTR potentiate, M1 ag parental, CHRM1 agonist, CHO-K1 Ca PAM, TAAR1 agonist, TAAR1 antag
# CCOc1ccc(-c2nnn(CC(=O)c3ccc4c(c3)OCCO4)n2)cc1OCC in the list: -12, 1.4, -17, -4, 0.8, -6, 12, 13, 21
# O=C(NCc1ccncc1)C(F)(F)C(F)(F)C(=O)NCc1ccncc1 in the list: 5, 0.4, -2, -6, -0.1, -2, 8, 11, 13
# C[C@H](NC(=O)N1CCn2c1nc1ccccc12)C(=O)NC1CC1 in the list: -7, 0.5, -7, -5, -0.1, -3, 10, 1, -10
# COC(=O)/C=c1\[nH]c2nnc(C)n2c1=O in the list: -7, -0.2, -5, -5, -0.5, -4, 5, 3, -7
# Nc1cc(=O)[nH]c(SCc2ccc(Cl)cc2Cl)n1 in the list: 33, 14, 15, -22, 15*, 7, -21, 9, -11

# Continued.
SMILES,CHO parental Ca,V1R ag counter,CHO-K1 Ca antag,OXTR potentiate,M1 ag parental,CHRM1 agonist,CHO-K1 Ca PAM,TAAR1 agonist,TAAR1 antag
CC1CCCCC1NC(=O)/C(C#N)=C/c1ccccc1F (stereo unspecified),-22,-1.1,7,-9,1.4,-7,11,15,-7
Cc1ccc(C2c3c(-c4ccccc4O)n[nH]c3C(=O)N2Cc2ccncc2)cc1 (stereo unspecified),-14,2.2,-6,-17,1.6,-3,18,10,3
CCC(C)N=Cc1c(NCc2ccco2)nc2c(C)cccn2c1=O (stereo unspecified),-25,-0.4,0,-13,0.4,-2,3,-1,-24
CCCCC(=O)N(C)c1c(CC)nc2c(OCCOc3ccc(F)cc3)cccn12,/,/,-4,/,1.2,-9,15,-1,-10
CCc1c(N)nc(N)nc1Nc1ccccc1Cl,/,/,-14,/,3.0,0,0,3,-9
CC(C)C[C@H](NC(=O)N1CC(=O)Nc2ccccc21)C(=O)N1CCC(C(=O)O)CC1,-14,0.2,-17,-7,0.8,-1,8,2,4
CC1(C(=O)NCc2ccc(C(F)(F)F)cc2)CCN1Cc1ccccc1OC(F)F (stereo unspecified),/,/,15,/,-0.2,-2,-11,10,56*
CC(C)c1ccc(/C=C/C2=NNC(=O)CC2)cc1,-13,-0.8,-5,-8,0.4,-5,9,7,8
COc1ccccc1CN1CCNC(=O)C1CC(=O)O (stereo unspecified),-13,0.6,4,0,-0.1,-2,-7,5,15

# High-throughput results as filed in PubChem.
